High-throughput results as filed in PubChem.
HTT aggregate: reduces HttQ103-GFP aggregates in PC12 cells; PC12 HttQ103-GFP aggregates, Acumen cytometry, 40 h; Potency, µM (titrated, usually from 46.1 µM), for inactives: at the top dose activity change, negative = inhibition, most hits filed as inhibitors; actives 1.1% (n = 220,000); AID 1688; also: potency is read from the fitted curve at half-maximal effect; % is scaled to controls: 0 for no effect and ±100 for the full control effect; nearly all actives have a fitted effect of over 60% in size
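Aggregate formation scored by laser-scanning cytometer (488 excitation, 500–530 emission) in lysed PC12 cells expressing Q103-GFP after 100 nM tebufenozide induction; library tested in dose series, with ATPLite reagent added in the multiplex.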
GAA inh: inhibitors of human lysosomal alpha-glucosidase; Potency, µM (titrated, usually from 76.9 µM), for inactives: at the highest dose activity change, negative = inhibition, most hits filed as inhibitors; AID 1466; actives 0.005% (n = 200,000); purified human GAA, 4-MU-alpha-glucoside fluorescence; P10253;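 also: potency is read from the fitted curve at half-maximal effect; plate controls were uninhibited enzyme wells for no effect and no-enzyme background for full effect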
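Compounds are titrated up to 77 uM against 4 nM human enzyme. Substrate 4-methylumbelliferyl-alpha-D-pyranoside (400 uM) reacts 20 min at room temperature in pH 5.0 buffer; liberated 4-methylumbelliferone is read at 440 nm.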
HTT cytoprotect: cytoprotection in Huntington HTT-Q103 PC12 cell model. PC12 HTT-Q103 induced, cytoprotection, ATP luminescence, 40 h. Potency, µM (series often up to 56.4 µM), for inactives: cytoprotection (ATP increase), most hits filed as activators. actives 0.14% (n = 230,000);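 also: potency is read from the fitted curve at half-maximal effect; % of control where 0% means no effect; nearly all actives have a fitted effect of over 45% in size; toxic huntingtin expression switched on by the ecdysone agonist tebufenozide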
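Compounds were screened for protection of PC12 cells against cell death after tebufenozide induction (100 nM final) of mutant Huntingtin exon 1 (Q103) fused to GFP.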
CBFb-RUNX1 inh: blocks binding between human CBF-beta and RUNX1; 230,000 tested, under 10 active; Potency, µM (series often up to 59.8 µM), inactives show at the top dose activity, negative = inhibition, most hits filed as inhibitors; AlphaScreen CBFb-His/RUNX1-biotin binding, biochemical; AID 1477; Q01196+Q13951; also: % of control where 0% means no effect
Target sequence (Q01196 whole entry, looked up): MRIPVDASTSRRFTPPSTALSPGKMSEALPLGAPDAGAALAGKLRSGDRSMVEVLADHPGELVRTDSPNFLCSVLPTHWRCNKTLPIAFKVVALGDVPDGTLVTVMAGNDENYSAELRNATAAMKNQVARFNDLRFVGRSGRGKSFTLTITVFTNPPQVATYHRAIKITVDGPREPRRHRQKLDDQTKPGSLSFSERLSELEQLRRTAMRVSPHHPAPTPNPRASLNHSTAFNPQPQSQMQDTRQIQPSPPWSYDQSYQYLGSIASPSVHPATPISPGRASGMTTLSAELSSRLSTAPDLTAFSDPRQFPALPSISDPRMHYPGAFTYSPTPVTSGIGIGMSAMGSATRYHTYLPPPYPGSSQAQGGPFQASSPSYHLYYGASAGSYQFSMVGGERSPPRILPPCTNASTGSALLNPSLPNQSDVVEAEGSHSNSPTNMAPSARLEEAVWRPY
Target sequence (Q13951 whole entry, looked up): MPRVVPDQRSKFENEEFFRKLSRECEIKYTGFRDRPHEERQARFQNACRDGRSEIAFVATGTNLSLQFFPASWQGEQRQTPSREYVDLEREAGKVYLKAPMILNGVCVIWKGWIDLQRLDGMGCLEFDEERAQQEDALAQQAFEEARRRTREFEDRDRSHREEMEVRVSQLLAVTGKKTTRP
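Room-temperature protein-protein interaction test with 30 nM each of His-tagged CBF-beta and biotinylated RUNX1, 15 min with compound, then 90 min with nickel plus streptavidin beads. Signal read in AlphaScreen mode.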
aGlu spleen mod: lysosomal alpha-glucosidase (human) modulation; P10253; human spleen homogenate, 4-MU-alpha-glucoside fluorescence; Potency, µM (series often up to 79.9 µM), for inactives: at the highest dose activity change, negative = inhibition, usual class: inhibitors; actives 0.006% (n = 240,000); AID 2112;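 also: potency is read from the fitted curve at half-maximal effect; 0% = enzyme with vehicle and -100% = no enzyme basal signal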
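Compounds were titrated against alpha-glucosidase in spleen homogenate at pH 5.0, with 1 mM 4-methylumbelliferyl substrate for 40 min at 37 C. Reactions were quenched with pH 10 NaOH/glycine and fluorescence measured.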
Lamin A splicing: LMNA splicing modulation. Potency, µM (titrated, usually from 46.1 µM), without a hit: at the top dose ratio change, negative = inhibition, usual class: inhibitors. actives 0.01% (n = 200,000). HeLa LMNA splicing GFP/RFP minigene ratio, 48 h; active = well fitted inhibition curve with a large enough effect in the signal ratio, with a control signal flat, not every such curve was filed as active; inconclusive = small, poorly fitted or top-dose-only effect, or effect the other way, or a change in a side signal; the % refers to the signal ratio; also: potency is read from the fitted curve at half-maximal effect; % is scaled to controls: 0 for no effect and ±100 for the full control effect
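S3 HeLa cells stably expressing lamin A-EGFP splicing minigene plus DsRed2, 600 cells/well, 48 h compound exposure at 37C. Laser-scanning cytometry; analysed as GFP (500-530 nm)/RFP (575-640 nm) total intensity ratio; 0.5% DMSO vehicle.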
GAA glycogen: GAA glycogen-cleavage inhibition or activation; recombinant GAA, glycogen substrate, Amplex Red glucose oxidase fluorescence; Potency, µM (highest dose often 76.4 µM), without a hit: top-dose activity change, negative = inhibition, usual class: inhibitors; actives 0.38% (n = 300,000);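 also: potency is read from the fitted curve at half-maximal effect; 0% = full enzyme reaction and -100% = no-enzyme basal signal; the screen sought inhibitors and activators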
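Recombinant human alpha-glucosidase (4 nM final) hydrolysed bovine liver glycogen (30 ug) for 40 min at 37 C in pH 5.0 citrate/phosphate with 0.01% Tween-20. Released glucose detected by glucose oxidase/Amplex Red, Ex 573/Em 610 nm. Compounds up to 77 uM; AC50 from Hill fits.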
* = called active by the depositor; ? = inconclusive; . = no result given; [ ] = remark or other dose. Unless noted, calls follow the shape of the dose curve; as a rule, active = well fitted curve in the direction sought with a large enough effect; inconclusive = small, poorly fitted or top-dose-only effect, or another doubt; inactive = no such curve, though single readings can be large; an effect the other way counts as inactive or inconclusive.

SMILES | HTT aggregate | GAA inh | HTT cytoprotect | CBFb-RUNX1 inh | aGlu spleen mod | Lamin A splicing | GAA glycogen
CCS(=O)(=O)c1nc(S(=O)(=O)c2ccc(Cl)cc2)c(NCc2ccccn2)s1 | -3% | 2% | 0% | -4% | -1% | . | -19%
O=C(Nc1ccc(S(=O)(=O)Nc2nccs2)cc1)c1cc(-c2ccccc2Cl)nc2ccccc12 | ? | -2% | 0% | -26% | 3% | 24% | -2%
CC(C)n1cnc2cc(NCc3ccco3)ccc21 | -3% | -2% | -27% | -12% | -7% | 6% | -17%
Cc1ccc(CNC(=O)c2cc(COc3c(F)cccc3F)on2)s1 | -5%[9.22 µM] | 12% | -5%[10 µM] | 22% | -12% | -5%[46 µM] | -11%
O=C(N/N=C/C=C/c1ccccc1)c1cc(C2CC2)[nH]n1 | -3%[9.22 µM] | . | -11%[10 µM] | 7% | -7% | . | 4%
O=CCCCC=O | 6% | . | ? | 29%[21.7 µM] | -3% | ? | .
CCN(CC)c1ccc(NC(=O)c2ccc(=O)[nH]c2)cc1S(=O)(=O)Nc1ccccc1OC | 24% | ? | -58%[inhibitor] | -11% | -15% | -13%[46 µM] | -28%
CCOC(=O)C1=C(N)n2c(s/c(=C\c3cccnc3)c2=O)=C(C(=O)OCC)C1c1cccnc1 (stereo not drawn) | -1% | 1% | -16%[10 µM] | -3% | 4% | -7% | -3%
O=C(Cc1ccccc1)NCC(=O)OC(c1ccccc1)c1ccccc1 | -12%[9.22 µM] | . | 0%[10 µM] | 4% | 0% | . | -13%
N/C(=N\OC(=O)CCc1ccccc1)c1ccccc1Cl | 0% | -2% | . | ? | 8% | . | -21%

Shown with each value named: entries from further up.
CCOC(=O)C1=C(N)n2c(s/c(=C\c3cccnc3)c2=O)=C(C(=O)OCC)C1c1cccnc1 (stereo not drawn)
  HTT aggregate: -1%
  GAA inh: 1%
  HTT cytoprotect: -16%[10 µM]
  CBFb-RUNX1 inh: -3%
  aGlu spleen mod: 4%
  Lamin A splicing: -7%
  GAA glycogen: -3%
O=C(Cc1ccccc1)NCC(=O)OC(c1ccccc1)c1ccccc1
  HTT aggregate: -12%[9.22 µM]
  GAA inh: .
  HTT cytoprotect: 0%[10 µM]
  CBFb-RUNX1 inh: 4%
  aGlu spleen mod: 0%
  Lamin A splicing: .
  GAA glycogen: -13%
N/C(=N\OC(=O)CCc1ccccc1)c1ccccc1Cl
  HTT aggregate: 0%
  GAA inh: -2%
  HTT cytoprotect: .
  CBFb-RUNX1 inh: ?
  aGlu spleen mod: 8%
  Lamin A splicing: .
  GAA glycogen: -21%

New compounds follow
SMILES | HTT aggregate | GAA inh | HTT cytoprotect | CBFb-RUNX1 inh | aGlu spleen mod | Lamin A splicing | GAA glycogen
O=C1NC(c2ccccc2)=C(c2nc3ccccc3s2)C(c2ccc(O)cc2)N1 (stereo not drawn) | ? | -14% | -64%[inhibitor] | -18% | -7% | -6% | -17%
COc1cc(OC)cc(-c2nnc(SCc3cccc(C(=O)O)c3)o2)c1 | -7% | 2% | -28% | 0% | -3% | 8% | -1%
COc1ncnc2c1N[C@@](C)(O)c1c(F)c(F)c(F)c(F)c1S2 | 4% | -5% | 1%[0.074 µM] | 0% | -7% | -7% | -4%
CCCCOc1ccc(C(=O)N2CCC(C)CC2)cc1 | -28% | 4% | -11% | 6% | -16% | 6% | -2%
CN1CCN(NC(=O)c2cccc(Br)c2)CC1 | -13% | -1% | . | -3% | 3% | -3% | -6%
CCOc1ccccc1OCCCC(=O)Nc1nc2ccccc2[nH]1 | -1% | 4% | -32% | 15% | -5% | 2%[9.22 µM] | 9%
CCN(CC)S(=O)(=O)c1cccc(C(=O)N[C@H](C(=O)OCC(=O)Nc2ccccc2)C(C)C)c1 | 11% | -4% | -1% | -2% | 1% | 4% | -5%
CC(C)Sc1nnc(Cn2c(=O)sc3ccccc32)n1-c1ccccc1 | -30% | -6% | 30%[10 µM] | -6% | -5% | -2% | 1%
COc1ccc(/C=N/n2c(-c3n[nH]c4c3CCC4)n[nH]c2=S)cc1 | 8%[9.22 µM] | . | -2%[10 µM] | -4% | 7% | . | -28%
COC(=O)c1ccc(OCCn2cnc3ccccc3c2=O)cc1 | -11% | -4% | -8% | 8% | -18% | 14% | 2%
C#C[C@]1(OC(C)=O)CCC2C3CCC4=CC(=O)CCC4C3CC[C@]21C (stereo partly drawn) | . | . | 8% | 6% | -3% | . | .
COc1ccccc1N1CCN(Cc2ccc(O)c3ncccc23)CC1 | 1.1µM* | -3% | -77%[inhibitor][10 µM] | -2% | 7% | ? | -8%
CC1(c2ccc([N+](=O)[O-])cc2)CC(C)(C)N(C(=O)c2ccccc2)c2ccccc21 (stereo not drawn) | ? | 1% | 29%[10 µM] | -6% | 1% | ? | 13%
CC(C)(C)OC(=O)[C@H](Cc1ccccc1)NC(=O)c1[nH]cnc1C(=O)Nc1ccc(Cl)cc1 | 6%[9.22 µM] | . | 8%[10 µM] | 1% | -5% | . | -18%
Cc1nc(NC(=O)CN2CCOCC2)sc1-c1ccccc1 | -8% | 3% | -18% | -1% | -7% | 5% | 5%
CCCCN1CNC(=S)N(c2ccccc2OCC)C1 | -4% | -2% | 3%[10 µM] | 0% | 2% | ? | 8%
Cc1ccc(S(=O)(=O)N2CCCOC2CNC(=O)C(=O)NCc2ccncc2)cc1 (stereo not drawn) | 2% | 5% | 2%[10 µM] | -1% | -1% | -3% | -7%
CCn1nc(C)c(Br)c1C(=O)Sc1ccccc1Cl | -4%[9.22 µM] | . | 5%[10 µM] | 8% | 2% | . | 6%
O=c1c(C(c2nnnn2C2CCCCC2)N2CCCCC2)coc2ccc(Cl)cc12 (stereo not drawn) | ? | 3% | -6%[10 µM] | 6% | -2% | 10% | 0%
COCCCNC(=O)CCc1ccc(S(=O)(=O)Nc2ccc(C)cc2)cc1 | -2% | -11% | 20% | 4% | 3% | 2% | 7%
Cc1c(/C=N/Nc2nc3ccccc3[nH]2)c2ccccc2n1C | -10%[9.22 µM] | . | -12%[10 µM] | ? | 8% | . | ?
Cc1ccc(NC(=O)C2CCCN2C(=O)OC(C)(C)C)cc1C (stereo not drawn) | -10%[9.22 µM] | . | 0%[10 µM] | 15% | 0% | . | 2%
COc1cccc(/C=N/Nc2snc(SC)c2C#N)c1O | 11µM* | -5% | . | ? | -10% | ? | 9%
CC1(C)C(=O)C(c2ccccc2)=C2CN3C(=O)N(CCc4ccccc4)C(=O)C3(Cc3ccc(C(F)(F)F)cc3)C=C21 (stereo not drawn) | . | . | 15% | 7% | 4% | . | .
COCCNC(=O)CN(C(=O)Cn1nnc2ccccc21)c1ccccc1C | -9%[9.22 µM] | ? | 15%[10 µM] | 0% | 8% | 14%[46 µM] | -5%
C=CCn1c(Cc2ccc(OC)cc2)nnc1SCc1nc2ccccc2c(=O)[nH]1 | 5% | -4% | -8%[0.074 µM] | -7% | 0% | 4% | -1%
O=C(NNC(=O)c1ccc(-c2ccccc2)cc1)c1ccccc1 | 2% | -18% | 15%[10 µM] | -8% | -1% | -2% | 14%
COc1ccc(N2CCN(CC(O)COCc3ccccc3)CC2)cc1 (stereo not drawn) | 9% | ? | ? | 0% | -3% | . | -2%
CC1Cc2ccccc2N1C(=O)CNc1ccccc1N1CCCCC1 (stereo not drawn) | 3% | 5% | 3% | -18% | 4% | . | -15%
CCOC(=O)C1=C(C)C/C(=N\NC(=O)c2ccccc2O)CC1 | 10%[9.22 µM] | . | -15%[10 µM] | 1% | -1% | . | ?
CC(C)[C@H](NC(N)=O)C(=O)Nc1ccc(F)c(Cl)c1 | 14% | 0% | -10% | 8% | -4% | -19%[46 µM] | 7%
COc1ccccc1NC(=O)C(C)NS(=O)(=O)c1ccc(F)cc1 (stereo not drawn) | -18% | -17% | 15% | 4% | -9% | -5% | -2%
COc1ccc(N(C(=O)CS(=O)CC(=O)Nc2ccc(F)cc2)C(C(=O)NC2CCCCC2)c2cccs2)cc1 (stereo not drawn) | -4% | 1% | . | ? | -2% | ? | -2%
COc1ccc(S(=O)(=O)NCc2cn3c(C)csc3n2)cc1F | 1% | ? | 1%[10 µM] | 6% | 2% | -7% | 2%
CCCn1c(N2CCN(CC(=O)NCc3cccs3)CC2)nc2ccccc21 | -30% | -1% | 0%[10 µM] | 7% | 11% | ? | 5%
COc1ccc(Cl)cc1NS(=O)(=O)c1cc(Cl)ccc1OC | 4% | -10% | 15% | 9% | 3% | 4% | 7%
CCC1Oc2ccc(C)cc2N(CC(=O)NCCCN2CCCCC2CC)C1=O (stereo not drawn) | 9% | -7% | -8%[0.074 µM] | 2% | -5% | 5% | -6%
Oc1c(CN2CCOCC2)cc(-c2ccccc2)cc1CN1CCOCC1 | -4% | 3% | -21% | 0% | -10% | 1% | 3%
CCOc1ccc(C(=O)Nc2ccc3c(c2)OCCO3)cc1[N+](=O)[O-] | 2% | 1% | ? | -7% | -2% | . | 0%
COc1ccc(-c2nn3c(C4CCCCC4)nnc3s2)cc1OC | -26% | ? | -68%[inhibitor] | -4% | -4% | -17% | -4%
CC(C)(C)c1cc(C(=O)NCc2cc(F)cc3c2OCOC3)n(Cc2ccccc2)n1 | 20%[9.22 µM] | -2% | -1%[10 µM] | 30% | -5% | 10%[46 µM] | -12%
Cc1cccc(Cc2c(C)nc3nc(SCC(=O)O)nn3c2C)c1 | -7% | 13% | -16% | ? | -3% | . | 10%
Cc1nnsc1C(=O)N1CCCC(C(=O)c2ccc(C(F)(F)F)cc2)C1 (stereo not drawn) | -23%[9.22 µM] | . | 3%[10 µM] | 9% | -5% | . | 8%
O=P(O)(O)c1ccccc1OCCOCCOCCOCCOc1ccccc1P(=O)(O)O | -3% | -6% | -37%[inhibitor] | 1% | 4% | . | -14%
COc1ccc(S(=O)(=O)Nc2cc(C)ccn2)cc1 | 19% | 4% | -21% | 3% | -5% | 16% | -6%
Cc1cc(F)ccc1S(=O)(=O)Nc1ncnc2sc3c(c12)CCC3 | -26% | 2% | -35%[inhibitor] | 1% | 3% | . | 3%
CCn1c(O)c(N=NC(=O)c2cccnc2)c2cc(Br)ccc21 | -14%[9.22 µM] | -5% | -2%[10 µM] | 3% | 5% | . | -7%
COc1ccc(Cc2c(N)nc(N)nc2N)cc1 | 0% | -3% | 7% | 4% | -7% | 1% | 7%
COc1ccc(C(CCN)Cc2ccccc2)cc1 (stereo not drawn) | -3%[9.22 µM] | -2% | -84%[inhibitor] | -2% | -6% | 4%[9.22 µM] | 10%
